Screening data from PubChem BioAssay.
DT40 TDP1 no CPT = qHTS for Inhibitors of human tyrosyl-DNA phosphodiesterase 1 (TDP1): qHTS in cells in absence of CPT. DT40 Tdp1-/- hTDP1 cells, no CPT, ATP luminescence, 48 h. Potency, µM (doses to about 46.2 µM), for the others: top-dose activity change, negative = growth inhibition, actives largely listed as inhibitors. 420,000 tested, 15% active; note: nearly all actives have a fitted effect of over 55% in size
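No-CPT arm: Tdp1-/-;hTDP1 DT40 cells (400/well) plus compounds, incubated ≥48 hr at 37 °C. Readout CellTiter-Glo luminescence.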
GCN5L2 inh = GCN5L2 (KAT2A) acetyltransferase inhibition | Q92830 | GCN5L2 HAT assay, ThioGlo1 CoA-SH fluorescence | Potency, µM (highest dose often 58.9 µM), for inactives: at the highest dose activity change, negative = inhibition, actives largely listed as inhibitors | 390,000 tested, 0.21% active
Target sequence (Q92830 whole entry, looked up): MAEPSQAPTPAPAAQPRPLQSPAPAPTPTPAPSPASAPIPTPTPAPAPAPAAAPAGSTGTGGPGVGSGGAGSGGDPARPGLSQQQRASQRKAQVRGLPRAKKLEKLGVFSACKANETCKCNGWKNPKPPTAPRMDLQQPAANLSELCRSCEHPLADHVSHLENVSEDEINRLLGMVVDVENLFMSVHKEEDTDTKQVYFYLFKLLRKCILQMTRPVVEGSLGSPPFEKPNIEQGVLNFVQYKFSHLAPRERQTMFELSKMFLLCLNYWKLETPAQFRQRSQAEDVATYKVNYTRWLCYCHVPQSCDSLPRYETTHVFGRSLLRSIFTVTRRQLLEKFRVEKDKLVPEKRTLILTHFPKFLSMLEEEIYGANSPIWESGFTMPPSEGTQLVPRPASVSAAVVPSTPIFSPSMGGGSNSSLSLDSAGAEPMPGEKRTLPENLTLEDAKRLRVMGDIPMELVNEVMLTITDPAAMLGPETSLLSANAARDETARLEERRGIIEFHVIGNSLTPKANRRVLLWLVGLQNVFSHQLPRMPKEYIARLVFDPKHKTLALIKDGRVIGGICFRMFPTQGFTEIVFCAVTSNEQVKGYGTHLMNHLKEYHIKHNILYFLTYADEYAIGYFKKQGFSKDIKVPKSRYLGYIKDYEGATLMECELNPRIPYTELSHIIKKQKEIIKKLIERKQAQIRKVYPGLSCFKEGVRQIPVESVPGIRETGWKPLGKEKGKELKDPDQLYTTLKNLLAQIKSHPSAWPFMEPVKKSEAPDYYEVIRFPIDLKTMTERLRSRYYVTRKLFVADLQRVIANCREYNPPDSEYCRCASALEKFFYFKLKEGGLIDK
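Fluorescence readout, Ex340nm/Em540nm: ThioGlo1 (50uM final) reacts with free CoA thiol released as 20nM GCN5L2 acetylates H3(1-25) peptide (75uM) using acetyl-CoA (70uM). Compound and enzyme sat 15 min beforehand; 20 min room-temperature reaction.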
TDP1 block = blocks human tyrosyl-DNA phosphodiesterase 1; Q9NUW8; recombinant TDP1, AlphaScreen DNA substrate cleavage; Potency, µM (titrated, usually from 130 µM), without a hit: at the highest dose activity change, negative = inhibition, usual class: inhibitors; 350,000 tested, 0.28% active; AID 485290; note: nearly all actives have a fitted effect of over 40% in size
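E. coli-derived human Tdp1, 1 nM final. Cpd preinc 15 min RT; substrate 15 nM final, 5 min RT; AS bead mix 10 ug/ml final, 10 min RT. Signal loss = tyrosine-FITC cleavage. No-enzyme wells = max signal.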
* hit, by the source's call; & = joins results of further samples; [ ] = another dose, or the depositor's remark. Calls come from the whole dose curve; as a rule, active = well fitted curve in the direction sought with a large enough effect; inconclusive = small, poorly fitted or top-dose-only effect, or another doubt; inactive = no such curve, though single readings can be large; an effect the other way counts as inactive or inconclusive. % is set by controls: 0 for no effect and ±100 for the full control effect; potency is the fitted concentration of half-maximal effect. Only part of the results is shown; count on the stated rates, not on these rows.

For CCOc1ccccc1NC(c1nnc(-c2ccccc2)o1)c1ccc(F)cc1Cl (stereo unspecified) the results were DT40 TDP1 no CPT 20.6µM*, GCN5L2 inh -4.0% and TDP1 block -2.5%.
For O=C(N/N=C/C(Cl)=C/c1ccccc1)c1ccc2c(c1)OCO2 the results were DT40 TDP1 no CPT 20.6µM* and GCN5L2 inh -18.8%.
Screening O=c1cc(N2CCc3ccccc32)[nH]c(=O)n1-c1ccccc1Cl returned DT40 TDP1 no CPT -41.8%, GCN5L2 inh -8.3% and TDP1 block 4.6%.
Screening Cc1nc(SC(C)C(=O)Nc2ccccc2C)cc(-c2ccccc2)n1 (stereo unspecified) returned DT40 TDP1 no CPT 20.6µM*, GCN5L2 inh -3.7% and TDP1 block 1.6%.
O=C(COC(=O)c1cccc(Br)c1)NC(=O)NC1CCCC1 was read as DT40 TDP1 no CPT inconclusive, GCN5L2 inh -4.4% and TDP1 block -1.9%.
COc1cc(/C=C2/SC(=NCc3ccccc3)N(Cc3ccccc3)C2=O)ccc1O was read as DT40 TDP1 no CPT inconclusive, GCN5L2 inh -7.0% and TDP1 block 7.5%.
`COc1ccc(NC(=S)N2CCN(CCN=CC3=C(O)CC(c4ccccc4)CC3=O)CC2)cc1` (stereo unspecified) gave DT40 TDP1 no CPT inconclusive, GCN5L2 inh 9.6% and TDP1 block 2.2%.
For Cc1ccc(-c2noc(-c3cc4ccccc4oc3=O)n2)cc1 the results were DT40 TDP1 no CPT -24.7%, GCN5L2 inh 26.7% and TDP1 block -2.0%.
`CCOc1ccc(-c2nnc(SCC(=O)NC3CCCCC3)nc2-c2ccc(OCC)cc2)cc1` gave DT40 TDP1 no CPT -24.9%, GCN5L2 inh -9.5% and TDP1 block 7.8%.
CCCN1C(C(=O)c2ccccc2)=C(OC(=O)COc2ccc(C)cc2)c2ccccc2S1(=O)=O was read as DT40 TDP1 no CPT 5.17µM*, GCN5L2 inh -7.5% and TDP1 block 6.1%.

Random excerpt: two compounds from above.
Screening O=c1cc(N2CCc3ccccc32)[nH]c(=O)n1-c1ccccc1Cl returned DT40 TDP1 no CPT -41.8%, GCN5L2 inh -8.3% and TDP1 block 4.6%.
CCCN1C(C(=O)c2ccccc2)=C(OC(=O)COc2ccc(C)cc2)c2ccccc2S1(=O)=O was read as DT40 TDP1 no CPT 5.17µM*, GCN5L2 inh -7.5% and TDP1 block 6.1%.

Next part
For COc1ccc(C(=O)NC(=O)CSc2nnc(-c3ccco3)n2-c2ccccc2)cc1 the results were DT40 TDP1 no CPT -9.0%, GCN5L2 inh inconclusive and TDP1 block 8.0%.
CC(=O)c1cc(-c2ccccc2)n(CCC(=O)NC2CCCCCCC2)c1C was read as DT40 TDP1 no CPT 23.1µM*, GCN5L2 inh -0.9% and TDP1 block 5.5%.
`COc1ccc(C2C(C(=O)c3ccco3)=C(O)C(=O)N2CCN2CCOCC2)cc1` (stereo unspecified) gave DT40 TDP1 no CPT inconclusive, GCN5L2 inh -8.1% and TDP1 block 3.2%.
O=C1Nc2ccccc2C1(O)Cc1ccccn1 (stereo unspecified) was read as DT40 TDP1 no CPT 1.9%, GCN5L2 inh -4.2% and TDP1 block 4.1%.
`CCc1noc(C)c1C(=O)NCCc1ccc(OC)c(OC)c1` gave DT40 TDP1 no CPT 1.9%, GCN5L2 inh 1.4% and TDP1 block 2.1%.
Cc1ccc(S(=O)(=O)N2C[C@@H]3[C@H]4CC[C@H](C4)[C@@H]3[C@@H](C)[C@@H]2c2cccn2Cc2ccccc2)cc1 was read as DT40 TDP1 no CPT inconclusive, GCN5L2 inh -6.0% and TDP1 block 1.6%[56.1 µM].
`O=C(COC(=O)c1cc(-c2cccs2)nc2ccccc12)c1ccc(Cl)cc1` gave DT40 TDP1 no CPT inconclusive and GCN5L2 inh -2.9%.
CN(C)S(=O)(=O)c1ccc(C(=O)Nc2ccccc2SCCC#N)cc1 was read as DT40 TDP1 no CPT inconclusive, GCN5L2 inh -7.3% and TDP1 block 0.0%.
Cc1nn(C)cc1CNC(=O)C1CCC(=O)N(Cc2cccc(C(F)(F)F)c2)C1 (stereo unspecified) was read as DT40 TDP1 no CPT -13.9%, GCN5L2 inh -3.7% and TDP1 block 2.1%.
`CC1(C)CC(=O)C(C(N)=NC(=O)c2ccccc2)=C(O)C1` gave DT40 TDP1 no CPT inconclusive, GCN5L2 inh -7.7% and TDP1 block -2.6%.
For CC(C)(C)NC(=O)CN(C(=O)CS(=O)CC(=O)Nc1ccc(F)cc1)c1ccc2c(c1)OCCO2 (stereo unspecified) the results were DT40 TDP1 no CPT -6.9%, GCN5L2 inh 2.7% and TDP1 block 2.7%.
`Cc1nc2sc(C(c3cccs3)N3CCC4(CC3)OCCO4)c(O)n2n1` (stereo unspecified) gave DT40 TDP1 no CPT 5.2%, GCN5L2 inh -2.6% and TDP1 block 5.0%.
For Cc1ccc(CNc2cnccn2)s1 the results were DT40 TDP1 no CPT -25.9% and GCN5L2 inh -0.4%.
`Cc1cc2oc(=O)cc(-c3ccccc3)c2c(C)c1-c1ccoc1` gave GCN5L2 inh 5.3%[88.6 µM] and TDP1 block 0.0%.
COCCCNc1ncnc2nc[nH]c12 was read as DT40 TDP1 no CPT -13.5%, GCN5L2 inh -6.6% and TDP1 block 1.0%.
For COc1ccc(OCC(=O)N2CCN(C(=O)c3cc(OC)c(OC)c(OC)c3)CC2)cc1 the results were DT40 TDP1 no CPT -12.3%, GCN5L2 inh -8.0% and TDP1 block 1.3%[12.3 µM].
Screening CC(C)N(Cc1ccccc1)C(=O)CCS(=O)(=O)c1cc2c(cc1Cl)NC(=O)CO2 returned GCN5L2 inh -8.1% and TDP1 block 6.5%.
CSc1ncc(C(=O)NCc2ccc(C)cc2)c(C)n1 was read as DT40 TDP1 no CPT inconclusive, GCN5L2 inh -1.4% and TDP1 block 3.7%.
Screening COCC(C)n1c(SCc2nc(N)nc(Nc3ccccc3C)n2)nc2ccccc2c1=O (stereo unspecified) returned DT40 TDP1 no CPT inconclusive, GCN5L2 inh 4.6% and TDP1 block 2.9%.
Screening COC(=O)c1ccc(N2CCN(c3ccccc3)CC2)c(N)c1 returned DT40 TDP1 no CPT inconclusive and GCN5L2 inh -0.1%.
For COc1ccc(C(=O)CC(=O)C(=O)Nc2cc(OC)c(OC)c(OC)c2)cc1 the results were DT40 TDP1 no CPT inconclusive and GCN5L2 inh -1.1%.
O=C(Nc1ccc(F)cc1)Nc1csc2c1CCCC2 was read as DT40 TDP1 no CPT inconclusive, GCN5L2 inh -4.7% and TDP1 block -1.0%.
For CC(=O)c1cccc(NC(=O)C23CC4CC(C2)CC(n2cncn2)(C4)C3)c1 the results were DT40 TDP1 no CPT -10.7%, GCN5L2 inh -3.5% and TDP1 block 0.0%.
`Cc1ccc2nc(-c3ccncc3)c(Nc3ccccc3C)n2c1` gave DT40 TDP1 no CPT inconclusive, GCN5L2 inh -3.0% and TDP1 block -2.5%.
`O=C(Nc1ccc(-n2cnnn2)cc1)C1CCCN1C(=O)NC1CCCCC1` (stereo unspecified) gave DT40 TDP1 no CPT 1.4%, GCN5L2 inh -0.1% and TDP1 block 4.0%.
Cc1cccc(C(=O)Nc2ccc(C(=O)OCc3cc(=O)n4c5c(sc4n3)CCCC5)cc2)c1 was read as DT40 TDP1 no CPT -26.4%, GCN5L2 inh -0.5% and TDP1 block 1.2%.
`CN(C)c1ncc(S(=O)(=O)c2ccccc2)c(=O)[nH]1` gave DT40 TDP1 no CPT -3.8% and GCN5L2 inh -1.6%.
Screening CC1CCCCN1C(=O)c1ccc(OC2CCN(S(=O)(=O)N(C)C)CC2)cc1 (stereo unspecified) returned DT40 TDP1 no CPT 10.3µM*, GCN5L2 inh 2.4% and TDP1 block 4.8%.
`CC(C)NC(=O)c1c(O)c2cccc3c2n(c1=O)CCC3` gave DT40 TDP1 no CPT -7.5% and GCN5L2 inh 1.8%.
`O=C(CCC(=O)N1CCCCCC1)Nc1ccc([N+](=O)[O-])cc1` gave DT40 TDP1 no CPT 22.2%, GCN5L2 inh -6.4% and TDP1 block 1.9%.
Screening COCc1cc(CN2CCCC(C(=O)Nc3ccc(-c4ccco4)cc3)C2)ccc1OC (stereo unspecified) returned DT40 TDP1 no CPT inconclusive, GCN5L2 inh -25.7% and TDP1 block 7.1%[56.1 µM].
Screening Cc1oc2c(c1C(=O)Nc1cccc3ccccc13)CCCC2 returned DT40 TDP1 no CPT 13µM*, GCN5L2 inh -8.0% and TDP1 block 1.0%.
`O=C(OCc1ccccn1)c1ccc(COc2ccc3ccccc3c2)o1` gave DT40 TDP1 no CPT inconclusive and GCN5L2 inh -2.2%.
For Cc1ccc(C(=O)CSc2nnc(-c3ccccc3N)n2C)cc1C the results were DT40 TDP1 no CPT inconclusive, GCN5L2 inh -1.6% and TDP1 block 4.4%.
O=C(/C=C/c1ccc(S(=O)(=O)N2CCOCC2)cc1)N1CCCCC1 was read as DT40 TDP1 no CPT -24.1%, GCN5L2 inh -7.7% and TDP1 block -10.7%.
For Cc1cccc(OCC(=O)Nc2ccc(S(=O)(=O)Nc3ccccn3)cc2)c1 the results were DT40 TDP1 no CPT inconclusive, GCN5L2 inh -2.9% and TDP1 block 5.1%.
For CCOc1nc(NC(=O)NS(=O)(=O)Oc2ccccc2Cl)nc(-c2ccccc2)n1 the results were DT40 TDP1 no CPT -14.0%, GCN5L2 inh -3.1%&-4.3% and TDP1 block 0.6%&2.0%.
For O=C1CN(C(=O)CSc2nnc(C3CC3)n2-c2ccccc2)c2ccccc2N1 the results were DT40 TDP1 no CPT -11.8%, GCN5L2 inh -7.2% and TDP1 block -8.5%.
Screening CCOc1ccc(NC(=O)CCSc2ccc3ccccc3n2)cc1 returned DT40 TDP1 no CPT -29.7%, GCN5L2 inh -4.3% and TDP1 block 1.1%.
`Cc1ccc(N(C(C)C(=O)O)S(=O)(=O)c2c(C)[nH]c(=O)[nH]c2=O)cc1` (stereo unspecified) gave DT40 TDP1 no CPT -7.1%, GCN5L2 inh -4.3% and TDP1 block 2.0%.

Three entries out of the list, sorted by SMILES length, descending.
For CCOc1ccccc1NC(c1nnc(-c2ccccc2)o1)c1ccc(F)cc1Cl (stereo unspecified) the results were DT40 TDP1 no CPT 20.6µM*, GCN5L2 inh -4.0% and TDP1 block -2.5%.
O=C(/C=C/c1ccc(S(=O)(=O)N2CCOCC2)cc1)N1CCCCC1 was read as DT40 TDP1 no CPT -24.1%, GCN5L2 inh -7.7% and TDP1 block -10.7%.
For Cc1ccc(C(=O)CSc2nnc(-c3ccccc3N)n2C)cc1C the results were DT40 TDP1 no CPT inconclusive, GCN5L2 inh -1.6% and TDP1 block 4.4%.

(listing goes on)
CC(=O)Nc1ccc(S(=O)(=O)N2CCC(C(=O)Nc3nccs3)CC2)cc1 was read as DT40 TDP1 no CPT 3.8%, GCN5L2 inh -0.5% and TDP1 block 3.5%.
For Cc1ccc(S(=O)(=O)N(C)C)cc1NC(=O)COC(=O)CNC(=O)C12CC3CC(CC(C3)C1)C2 the results were DT40 TDP1 no CPT -1.6%, GCN5L2 inh -0.2% and TDP1 block 0.3%.
For CCOc1ccc(-c2nnc(SCC(=O)N3CCCC3)o2)cc1 the results were DT40 TDP1 no CPT inconclusive, GCN5L2 inh -4.5% and TDP1 block 5.2%.
C=CCn1c(O)c(N=NC(=S)Nc2ccccc2F)c2cc(S(=O)(=O)N3CCOCC3)ccc21 was read as DT40 TDP1 no CPT 0.731µM*, GCN5L2 inh -1.8% and TDP1 block 10.3%.
Screening Cc1ccc(C)c(N2CCN(C(=O)c3ccc4c(=O)n(CCc5ccccc5)c(=O)[nH]c4c3)CC2)c1 returned DT40 TDP1 no CPT 16.4µM*, GCN5L2 inh -4.7% and TDP1 block 5.9%.
O=C1CC(NCc2ccncc2)C(=O)N1c1ccccc1 (stereo unspecified) was read as DT40 TDP1 no CPT -8.5%, GCN5L2 inh -0.2% and TDP1 block 4.2%.
For O=c1[nH]ncc(N2CCN(C(c3ccccc3)c3ccccc3)CC2)c1Cl the results were DT40 TDP1 no CPT 10.3µM*, GCN5L2 inh -2.0% and TDP1 block 2.8%.
Screening CCOc1ccccc1NC(=O)NC1CCN(CC(=O)Nc2ccc3c(c2)OCCO3)CC1 returned DT40 TDP1 no CPT -28.0%, GCN5L2 inh -2.9% and TDP1 block 0.0%.
For CC(=O)N1CCCc2cc(S(=O)(=O)N3CCCC(C(=O)NC(C)C)C3)ccc21 (stereo unspecified) the results were DT40 TDP1 no CPT inconclusive, GCN5L2 inh -6.6% and TDP1 block 4.4%.
Screening Cc1nc(N2CCOCC2)nc(Oc2ccccc2F)c1[N+](=O)[O-] returned DT40 TDP1 no CPT -7.1%, GCN5L2 inh -14.7% and TDP1 block 6.8%.
Cc1cc(C)c2nc(N3CCC(C(=O)N4CCN(C(=O)c5ccco5)CC4)CC3)sc2c1 was read as DT40 TDP1 no CPT 14.6µM*, GCN5L2 inh -6.8% and TDP1 block 5.6%.
